TTR transcr act – TTR transcription activation, primary screen. SH-SY5Y TTR promoter Gaussia luciferase, luminescence; 100% = recombinant luciferase protein wells. activation, % at 16.7 µM. hit rate 1.3% among 92,000. AID 1117267;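 active = activation above the mean of all tested compounds plus 3 SD, cut at about 9.5% in these data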;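 also: cells exposed to compounds for one day before reading; 0% = median of all test compound wells on the plate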
* = called active by the depositor. The list is partial; rates above refer to the full screens.

Start of the data: the first 2 compounds, to show the layout:
SMILES	TTR transcr act
Cc1ccc(S(=O)(=O)N(C)C)cc1NC(=O)COC(=O)C1COc2ccccc2O1 (stereo not drawn)	1.5
CC(C)(C)N1CC(C(=O)Nc2cccc(Cl)c2Cl)CC1=O (stereo not drawn)	1.1

Results, from the start:
SMILES	TTR transcr act
Cc1ccc(S(=O)(=O)N(C)C)cc1NC(=O)COC(=O)C1COc2ccccc2O1 (stereo not drawn)	1.5
CC(C)(C)N1CC(C(=O)Nc2cccc(Cl)c2Cl)CC1=O (stereo not drawn)	1.1
CC(C)(C)c1ccc(-c2conc2N)cc1	-0.1
O=C(c1ccc2nc[nH]c2c1)N1CCN(c2cccc(Cl)c2)CC1	-1.0
CC(=O)c1cccc(S(=O)(=O)Nc2ccc3nc(C)sc3c2)c1	-1.5
O=C(/C(=C/c1ccncc1)n1ccnc1)c1ccc(Cl)cc1Cl	-1.9
CCOC(=O)C(C(C)C)C(N)Cc1ccc(F)cc1 (stereo not drawn)	1.4
O=C(/C=C/c1ccc(O)c([N+](=O)[O-])c1)c1ccc2ccccc2c1	-1.1
N=c1c(C(=O)NC2CCCC2)cc2c(=O)n3ccccc3nc2n1CC1CCCO1 (stereo not drawn)	2.5
Cc1cccc2c1NC1(CCCC1)CC2C (stereo not drawn)	3.5
CCOC(=O)C1CCCN(c2nc3ccccc3nc2C(C#N)C(=O)OCCOC)C1 (stereo not drawn)	-2.8
O=C(Nc1ccccc1)OCN1C(=O)c2ccccc2C1=O	4.3
Fc1cc2[nH]cnc2cc1Cl	-1.2
COc1ccc(C(CNC(=O)C2CC(=O)N(Cc3ccc(C)cc3)C2)N(C)C)cc1 (stereo not drawn)	3.1
COc1ccc(CNc2nc(-c3cccnc3)nn2C(C)=O)cc1	3.0
Cn1cccc1C(=O)OCC(=O)NCCc1ccccc1	-0.8
COc1ccc(CNC(=O)CCCCCNc2nc(=S)[nH]c3ccccc23)cc1	-0.7
Cc1cc(N2C(=O)[C@@H]3[C@H](C2=O)[C@@H]2C[C@H]3C(Br)C2Br)no1 (stereo partly drawn)	1.0
C=CCN1[C@H](C)COc2cccc(N3CCSCC3)c2S1(=O)=O	0.1
CNC(=S)N1N=C(c2ccc(C)cc2)CC1c1ccc(Cl)cc1 (stereo not drawn)	-2.5
Cc1ccc(C(=O)NNC(=O)CSc2nnc(C(C)C)n2C)cc1	0.7
CCCN1CNC(=S)N(c2cccc(C)c2)C1	0.1
COc1ccc(NC(=O)CN(C)C(=O)CNC(=O)c2ccc3c(c2)OCO3)cc1	0.5
COC(=O)c1ccc(Cl)c(NC(=O)CN2CCC(C)CC2)c1	-0.2
O=C1C2C3C=CC(C3)C2C(=O)N1Nc1ccccc1 (stereo not drawn)	-1.7
O[C@@H]1CN(CC2CCCCC2)[C@@H](c2ccccc2)C[C@H]1n1cc(C2CC2)nn1	-0.1
O=C(NN1CC(=O)N(c2cc(Cl)cc(Cl)c2)CC1=O)c1sccc1Cl	-0.8
COc1ccc([C@@H]2[C@@H]3C(=O)N(C(C)(C)C)C(=O)[C@@H]3[C@]3(C)C(=O)N(c4cccc(Cl)c4)C(=O)N23)cc1	0.4
COc1cccc(N=Cc2c(O)n(-c3cccc(C)n3)c(=O)c3ccccc23)c1	-0.7
COC(=O)c1ccc(CN2C(=O)NC3(CCC(C)CC3)C2=O)cc1 (stereo not drawn)	0.2

3 compounds drawn at random from those above:
SMILES	TTR transcr act
Cc1ccc(S(=O)(=O)N(C)C)cc1NC(=O)COC(=O)C1COc2ccccc2O1 (stereo not drawn)	1.5
CNC(=S)N1N=C(c2ccc(C)cc2)CC1c1ccc(Cl)cc1 (stereo not drawn)	-2.5
CC(C)(C)N1CC(C(=O)Nc2cccc(Cl)c2Cl)CC1=O (stereo not drawn)	1.1

4 structures out of the list, ordered by molar mass, falling:
SMILES	TTR transcr act
O=C(NN1CC(=O)N(c2cc(Cl)cc(Cl)c2)CC1=O)c1sccc1Cl	-0.8
COc1ccc(NC(=O)CN(C)C(=O)CNC(=O)c2ccc3c(c2)OCO3)cc1	0.5
COC(=O)c1ccc(Cl)c(NC(=O)CN2CCC(C)CC2)c1	-0.2
CCCN1CNC(=S)N(c2cccc(C)c2)C1	0.1

The list goes on.
SMILES	TTR transcr act
COc1cccc(CNc2ccc(S(=O)(=O)N3CCN(C)CC3)cn2)c1	-0.6
COc1ccc(CCNC(=O)c2[nH]c(C)c(C(C)=O)c2C)cc1OC	0.2
O=C(c1ccc(Cl)c(S(=O)(=O)N2CCOCC2)c1)N1CCN(c2ccccc2F)CC1	2.4
Cc1ccc(S(=O)(=O)N(Cc2ccccc2)C(C)C)cc1	3.2
O=C(NCc1cccc(F)c1)C1CCC(=O)N(C2CCCC2)C1 (stereo not drawn)	7.9
CN(C)S(=O)(=O)c1ccc(N2CCCC2)c(C(=O)Nc2nccs2)c1	0.9
COC(=O)c1ccc(NC(=O)CSCC(=O)OCC(=O)c2ccc(Br)cc2)cc1	3.0
Cc1cc(NC(=O)c2c([N+](=O)[O-])c(C)nn2C)no1	3.6
O=C(/C=C/c1ccc(F)cc1)NC(=S)NC1CCCCC1	-0.1
CCc1ccc2[nH]c(=O)c(CN(CC3CCCO3)C(=S)NCc3ccco3)cc2c1 (stereo not drawn)	0.0
COc1cccc(C2=CC(c3cccs3)n3nnnc3N2)c1 (stereo not drawn)	-0.1
O=C(N/N=C/c1cccc([N+](=O)[O-])c1)c1ccc(CN2CCOCC2)cc1	2.5
CC(C)C1(C)C(=O)N=C2c3ccccc3C(=O)N21 (stereo not drawn)	0.1
COCCN(C(=O)COc1ccc(Cl)cc1)c1nnc(-c2cccnc2)s1	4.4
CCOc1ccccc1NC(=O)CCS(=O)(=O)c1cccs1	1.0
CC(=O)Nc1c(Br)cc2c(c1Br)Cc1cc(Br)ccc1-2	-0.3
COc1ccccc1CN1CCC(n2nccc2NC(=O)CCc2ccccc2)CC1	-1.0
O=C(c1ccco1)N1CCN(c2ccnc3cc(Cl)ccc23)CC1	-1.0
Fc1ccc(F)c(C2=NNC(=Nc3ccccc3F)SC2)c1	-1.3
COc1ccc(NC(=O)Cn2nnc(C(=O)NCc3ccccc3)c2N)c(OC)c1	-2.5
O=C(NNC(=O)c1ccccc1)C(=O)N1CCCCC1	3.5
CC(=O)Nc1ccc(NC(=O)c2cccc(S(=O)(=O)N3CCCCCC3)c2)cc1	1.7
O=c1oc(-c2ccc(F)cc2)nc2ccsc12	0.1
COc1cccc(NC(=O)CN(C)C(=O)c2cccc(S(=O)(=O)N3CCN(c4ccc(F)cc4)CC3)c2)c1	-3.0
Cc1cc(N/N=C/c2ccco2)c2ccccc2n1	-0.1
Cc1ccc(OCCN2C(=O)S/C(=C\c3ccc(C)o3)C2=O)cc1	1.3
COC(=O)C(C(=O)OC)C(c1ccccc1)C(C(=O)c1ccccc1)[N+](=O)[O-] (stereo not drawn)	0.5
C=CCN1CCC(=O)C(C(=O)OCC)=C1C(=O)OCC	1.5
O=C(CN1CCC(NC(=O)c2ccccc2Cl)CC1)NCc1ccccc1	0.3
CCc1nc2n[nH]c(N)c2c2c1CCCC2	3.9

2 of these compounds, reformatted.
structure | TTR transcr act
O=C(CN1CCC(NC(=O)c2ccccc2Cl)CC1)NCc1ccccc1 | 0.3
COc1cccc(NC(=O)CN(C)C(=O)c2cccc(S(=O)(=O)N3CCN(c4ccc(F)cc4)CC3)c2)c1 | -3.0

More results.
SMILES	TTR transcr act
COC(=O)[C@H]1C[C@@]2(CC=C(C)C)c3ccccc3N(C(=O)OC(C)(C)C)[C@H]2N1C(=O)OC(C)(C)C	-1.4
O=C(NCc1cccnc1)c1cnn2ccccc12	0.7
COC(=O)c1cc(S(=O)(=O)NCc2ccc3c(c2)OCO3)c[nH]1	2.4
CC1CC(C)CN(S(=O)(=O)c2cccc3nsnc23)C1 (stereo not drawn)	-0.7
CC(=O)c1c(C)[nH]c(C(=O)COC(=O)CCNS(=O)(=O)c2ccc(C)c(C)c2)c1C	-1.3
CCc1nc(SCC(=O)N2CCN(c3ccccc3)CC2)c2oc3ccccc3c2n1	-0.7
CNc1ccc(Br)cc(C(=O)/C=C/c2cccc(Cl)c2Cl)c1=O	-1.1
CN(Cc1ccccc1)S(=O)(=O)c1ccc(OCC(=O)NCc2cccnc2)cc1	1.1
CCCOn1c(-n2nc(C)cc2C)nc2ccccc2c1=O	0.9
CCOC(=O)c1cccc(NC(=O)c2cncc(Br)c2)c1	-2.9
CCCCc1c(C)nc2ccc(C)cc2c1SCCC(=O)O	-1.3
COc1ccc(NC(=O)CCc2c(C)nn(-c3ccc(N4CCOCC4)nn3)c2C)cc1	12*
Cc1cccc(C)c1-n1nnnc1C(c1ccnc2ccccc12)N1CCOCC1 (stereo not drawn)	-1.1
Cc1cc(C)n(-c2nc3ccccc3nc2NCCc2ccccc2)n1	5.1
CC(=NNS(=O)(=O)c1ccc(C)cc1)c1ccncc1	-0.6
Cc1ccc(OS(=O)(=O)c2ccccc2)c(/C=N/N=C2\NC(=O)C(C)S2)c1 (stereo not drawn)	-0.5
NC(=O)/C(=C/c1cccnc1)NC(=O)c1ccccc1	-0.2
CCC(CC)N1CCN(CC2CC=CCC2)CC1 (stereo not drawn)	2.5
Cc1ccc(NC(=O)CN2CCC(NC(=O)C3CCCCC3)CC2)c(Br)c1	-1.5
CCN(CC)C(=O)COc1ccc(S(=O)(=O)N2CCOCC2)cc1	-0.7
CC(=O)Nc1ccc(N=C(C2=C(O)c3ccccc3C2=O)c2ccccc2)cc1	-1.6
NNC(=O)c1cnn(-c2ccccc2)c1-n1cccc1	-1.0
COc1ccc2[nH]c3c(c2c1)CCN1C(=O)C(CC(=O)NCc2ccc(OC)c(OC)c2)C[C@H](C(=O)N2CCOCC2)[C@@]31CCC1CCCC1 (stereo partly drawn)	-1.9
O=C1C=CC2C3C(=O)N(c4ccccc4)C(=O)C3C1N2Cc1ccccc1 (stereo not drawn)	-6.8
O=C(NNC(=S)NC(=O)c1ccc(F)cc1)c1ccncc1	-1.6
COCCCNc1oc(-c2ccccc2OC)nc1C#N	1.6
COc1ccc(CCN2C(=O)CC(C(N)=O)SC2=Nc2ccccc2)cc1 (stereo not drawn)	0.2
Cn1cnnc1SCc1ccc(C(=O)NN)cc1	-0.9
Cc1onc(-c2ccc(Cl)cc2)c1-c1ccnc(SCC(=O)Nc2cc(Cl)cc(Cl)c2)n1	0.6
C=CCn1c(SCC(=O)c2ccc(CNC(C)=O)o2)nc2ccccc2c1=O	-1.0
CCCCNC(=O)c1onc(CSc2ccc(C(C)C)cc2)c1C(=O)O	-0.8
COc1cc(C)ccc1OCC(=O)OCC(=O)c1[nH]c(C)c(C(C)=O)c1C	-2.1
CNC(=S)NCc1ccc2[nH]c(C)cc2c1	0.4
O=C(NCCc1ccc(Cl)cc1)C1CCC(=O)N1Cc1ccccc1Cl (stereo not drawn)	-1.3
O=C(/C=C/Nc1ccc(F)cc1)c1ccc(Br)cc1	-2.2
Cc1ccc(C(=O)N/C(=C\c2ccc(Cl)cc2)C(=O)NCCCN2CCOCC2)cc1	0.1
CCCN(CCC)C(=O)C1CCN(c2cc(C)nc3c(-c4ccc(OC)c(OC)c4)c(C)nn23)CC1	-2.3
CN(C(=O)c1c[nH]c(=O)cc1C(F)(F)F)c1ccc(Cl)c(Cl)c1	-1.9
CCOC(=O)COc1ccc2c3c(c(=O)oc2c1)CCCC3	-1.5
Cc1ccc(C)c(-c2cc(C(=O)Nc3cccnc3)c3ccccc3n2)c1	-0.1
O=C(C1Cc2ccccc2CN1S(=O)(=O)c1ccc(F)cc1)N1CCCCC1 (stereo not drawn)	3.0
CSc1ccccc1NC(=O)COc1ccc(Cl)cc1Cl	-1.4
NC(=O)C1CCN(C(=O)c2ccc(Cl)c(S(=O)(=O)N3CCCCCC3)c2)CC1	-0.4
CCN(CC)S(=O)(=O)c1ccc(C)c(NC(=O)Cn2c(=O)cnc3ccccc32)c1	-1.1
C=CCNC(=S)N1CCN(CCNC2=CC(=O)CC(C)(C)C2)CC1	2.2
COc1ccc(-c2nnc3ccc(SCC(=O)N4CCCCC4)nn23)cc1OC	1.6
c1ccc(CCNc2nc(-c3ccccn3)nc3ccccc23)cc1	-5.4
Cc1nc(C)c(/C(O)=C/c2nc3ccccc3oc2=O)s1	4.6
O=C(c1cccc(Cl)c1)N1CCN(c2ccccn2)CC1	2.1
C=CCn1c(SCC(=O)NCCOC)nc2scc(-c3ccco3)c2c1=O	0.0
Later entries
SMILES	TTR transcr act
CCOc1ccccc1C(=O)Oc1cc(C)[nH]c(=O)c1[N+](=O)[O-]	-0.4
Cc1ccc(Cc2cnc(NC(=O)C3=NCCN3)s2)cc1	-1.8
Cc1nc2sc(C(=O)Nc3ccccc3Cc3ccccc3)c(C)c2c(=O)[nH]1	-1.6
Cc1ccc(NC(=O)Nc2nnc(-c3ccccc3F)s2)cc1	1.2
Cc1cccc(-c2nc(CN3CCCC(C(=O)NC4CCCCCC4)C3)c(C)o2)c1 (stereo not drawn)	-0.3
CCNC(=O)c1cc2c(c(-c3cccc(-c4cncnc4)c3)n1)[C@H](CCO)N(C(C)=O)C2	2.5
NC(=S)N=Nc1ccc(O)cc1	0.3
O=C(C[n+]1cc(Br)cc(Br)c1)c1cccc([N+](=O)[O-])c1	-0.3
COc1cc(C(=O)ON=C2C=C(C)C(=O)C(C)=C2)cc(OC)c1OC	2.1
COc1ccccc1NC(=O)N(C1CCCC1)C1CCN(C(C)=O)CC1	-1.4
Cc1cc(C)n(CC(=O)c2ccccc2)c(=O)c1C#N	16*
Cc1noc(C)c1CN1C(=O)c2cccc([N+](=O)[O-])c2C1=O	1.3
Cc1cccc(C)c1OCC(=O)NNC(=O)c1ccoc1C	7.2
O=C(NCCc1nc(-c2ccccc2)cs1)c1ccc(Br)cc1	0.5
COc1ccc(-c2coc3cc4oc(=O)c(CC(=O)O)c(C)c4cc23)cc1	-1.0
O=C(NC1CCCCC1)C(c1ccccc1)N(Cc1cccnc1)C(=O)c1csnn1 (stereo not drawn)	1.3
Cc1ccsc1C(=O)Nc1nnc(-c2ccco2)o1	16*
N#CCCN(CCC#N)C(=S)NC1CC2C=CC1C2 (stereo not drawn)	-1.4
CC1(C)CC(=O)C=C(c2n[nH]nc2-c2ccc(F)c(F)c2)C1	2.0
CN(Cc1ccc2nonc2c1)Cc1nc(Cc2cccc(F)c2)no1	3.4

Screening results as filed in PubChem.
